Screening results deposited in PubChem BioAssay by Broad Institute.
PglD DTNB = inhibitors of Campylobacter jejuni PglD acetyltransferase | purified PglD enzyme, DTNB colorimetric CoA detection | inhibition, % at 12.5 µM | AID 602405 | 360,000 tested, 0.098% active; in the data active = inhibition above about 16%, passing the limit was not always enough; inconclusive = no clear call, values can overlap the other calls; also: strong numbers were not always called active
Cneo AK release = causes C. neoformans cell lysis; adenylate kinase release luminescence, 4 h; normalised: neutral wells 0, clomiphene wells 100; lysis activity, % at 15 µM; 360,000 tested, 0.2% active; AID 651654;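 active = mean lysis activity across replicates of at least 80%, whatever share of replicates individually reach that level; inactive = mean lysis activity below 80%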
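Material: C. neoformans cells | Amount: Yeast cell density of 5 × 10^6 cells/mL | Medium: Fresh YPD growth medium | Dosing: Single dose | Times: Static 4 h at 37 °C with compound, 1 h detection | Detection: AK luminescence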
C2C12 statin = suppressors of simvastatin-induced myotoxicity in C2C12 myotubes. AID 602340. 330,000 tested, 0.78% active. rescue of ATP level, % at 7.49 µM. ATP luminescence, 48 h; scaled: DMSO 0, geranylgeraniol control 100;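 active = mean ATP rescue above about 67%, or every replicate alone reaching that limit, limit read from the data, passing the limit was not always enough; inconclusive = no clear call, values can overlap the other calls; inactive = mean under the limit and some replicate under it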;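 also: myotubes were challenged with 10 µM simvastatin during compound exposure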
INS-1E GSIS act = GLuc luminescence reporter in INS-1E cells, primary screen for activators of glucose-dependent secretion of insulin | INS-1E GLuc reporter insulin secretion, 2-3 h | activation, % at 16.6 µM | 370,000 tested, 0.61% active | AID 743287;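 active = lowest replicate activation of at least 40%, so every replicate reaches that level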;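 also: 0% = median of neutral control wells and 100% = median of IBMX positive control wells; some compounds called inactive have numbers as strong as hits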
miR122 inh = blocks miR-122 activity in Huh7 sensor cells | Huh7 miR-122 Renilla luciferase sensor, 48 h; neutral wells = 0, positive control = 100 | activation (reporter increase), % at 12.5 µM | 340,000 tested, 0.3% active | AID 602342;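 active = mean replicate activation score at least 90 and every replicate individually at or above 90; inconclusive = only one of the two criteria met; inactive = neither criterion met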;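 also: higher luciferase means less miR-122 activity so hits act as miR-122 inhibitors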
F508del corr = CFTR F508del correction in bronchial cells. CFBE cells, YFP halide quenching; stimulated with forskolin plus potentiator P3; % fluorescence drop versus neutral controls. activity (quench increase), % at 7.58 µM. 350,000 tested, 0.36% active;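 active = mean added fluorescence quench of at least 8% versus neutral control, with both replicates also reaching 8%; inconclusive = only one of the mean or replicate conditions met; inactive = mean below 8% and not both replicates reaching 8%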;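 also: cells transiently co-express mutant CFTR-F508del with the halide-sensitive YFP; corrector assay measuring rescue of mutant channel to the surface after 24 h compound exposure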
FN deposition inh = fibronectin deposition inhibition; AH1F fibroblasts, Alexa488-fibronectin deposition fluorescence, overnight; inhibition, % at 12.6 µM; 350,000 tested, 0.086% active; AID 743247;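 active = mean inhibition across replicates of 30% or more, regardless of how many single replicates reach that level; inconclusive = mean under 30% yet at least half of replicates reach 30%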;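 also: positive control wells lacked labelled fibronectin entirely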
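Material: AH1F fibroblast monolayer depositing Alexa488-labelled fibronectin into matrix / Amount: 10000 AH1F cells per well / Signal: fluorescence 485/525 nm / Medium: DMEM, 2% serum / Compound: single dose, pinned / Incubation: 1 h cell adhesion before compound, then overnight fibronectin incubation / Reagent: Alexa488-FN, 24 nM final / Read-out: inhibition of fibronectin deposition signal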
PGC1a acetyl inh = PGC1a acetylation modulation, inhibitor mode; U2OS PGC1a acetylation, AlphaScreen anti-acetyl-lysine; with virally co-expressed GCN5 acetyltransferase; inhibition, % at 15.6 µM; 350,000 tested, 0.17% active;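 active = every replicate shows inhibition of at least 40%; inconclusive = mean inhibition at least 40% but some replicate below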;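 also: 0% = neutral control wells and 100% = positive control wells; some results beyond the cut were filed as inactive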
Active calls of the source: *; u = inconclusive; x = no result given; & = joins results of further samples; [ ] = dose if it differs, or a comment. Not a hit list; overall some 2.1% were active at least once.

cpd	canonical_smiles	PglD DTNB	Cneo AK release	C2C12 statin	INS-1E GSIS act
1	O=C(Cc1cccc(NC(=O)C2CCN(C(=O)c3ccccc3)CC2)c1)Nc1cccc(C(=O)N2CCCC2)c1	-1	-2	12	-13
2	Cc1ccc(OCc2cc(C(=O)N3CCCC(C)C3)no2)cn1 (stereo unspecified)	-5	1	-2	-11
3	CCS(=O)(=O)N1CCN(C(=O)c2ccccc2[N+](=O)[O-])CC1	-1	0	-2	-2
4	COc1ccc(-c2noc(-c3ccc(Br)o3)n2)cc1OC	2	-1	-8	x
5	COc1ccc(-n2c(C)nn(CC3CC3)c2=O)cc1	x	x	x	25
6	CNC(=O)C[C@@H]1CC[C@H]2[C@H](COc3ccc(NC(=O)Nc4ccc(Cl)cc4)cc3C(=O)N2C)O1	3	2	-29	3
7	CCC(=O)Nc1ccc2c(c1)C(=O)N(C)[C@H]1CC[C@H](CC(=O)O)O[C@H]1CO2	10	0	5	5
8	COc1ccc(C2C(C#N)=C(C)NC3=C2C(=O)CC(C)(C)C3)c(OC)c1 (stereo unspecified)	2	4	u	x
9	COc1cc(-c2nc3c(c(C)nn3-c3ccccc3)c3cc(OC)c(OC)cc23)ccc1O	1	-1	-31	x
10	O=C(C[C@H]1C[C@@H]2c3cc(NC(=O)NC4CCCC4)ccc3O[C@@H]2[C@@H](CO)O1)NCc1ccc2c(c1)OCO2	-1	-6	14	-6
11	COc1cc(NS(=O)(=O)c2cc(C(=O)NCCc3ccccn3)ccc2OC)cc(OC)c1	-2	0	-1	x
12	O=C1[C@H]2[C@@H](c3ccccc3)N[C@]3(CCCN(CC4CCCCC4)C3=O)[C@H]2C(=O)N1Cc1ccccc1	-3	-2	9	x

cpd	miR122 inh	F508del corr	FN deposition inh	PGC1a acetyl inh
1	-4	0.0	-11	2
2	-8	0.9	-4	-7
3	-6	-1.9	1	-4
4	16	x	3	10
5	x	-0.4	1	-2
6	8[16.7 µM]	-2.5	5	-4
7	15[16.7 µM]	0.6	-6	3
8	-2	x	x	5
9	-3	x	x	-9
10	-1[16.7 µM]	-1.2	x	-1
11	17	-1.9	-6	-7
12	3	2.6	0	5

Next part; it opens with the two that closed the last part.
cpd	canonical_smiles	PglD DTNB	Cneo AK release	C2C12 statin	INS-1E GSIS act
11	COc1cc(NS(=O)(=O)c2cc(C(=O)NCCc3ccccn3)ccc2OC)cc(OC)c1	-2	0	-1	x
12	O=C1[C@H]2[C@@H](c3ccccc3)N[C@]3(CCCN(CC4CCCCC4)C3=O)[C@H]2C(=O)N1Cc1ccccc1	-3	-2	9	x
13	Cc1ccccc1C(=O)N1CCC(C(=O)Nc2cccc(S(=O)(=O)N3CCCCC3)c2)CC1	5	-2	-32	-31
14	O=C(Nc1cc(C(=O)N2CCOCC2)ccc1N1CCCC1)c1cccs1	4	-3	-1	6
15	COc1cccc(Nc2nc(C(N)Cc3ccccc3)cs2)n1 (stereo unspecified)	8	-1	-4	x
16	C[C@H](CO)N1C[C@H](C)[C@H](CN(C)C(=O)NC2CCCC2)Oc2ncc(Br)cc2C1=O	0&3	2&-5	-3&-4	x
17	CCNc1nn2ccccc2c1/C=C(\C#N)C(=O)OCC	-1	-1	-5	66*
18	CC(=O)c1ccc(N2CCN(C(=O)C3CCC3)CC2)cc1	1	-1	3	x
19	Cc1cn([C@H]2C[C@H](O)[C@@H](/C=C/C(=O)NCc3ccc(N(C)C)cc3)O2)c(=O)[nH]c1=O	1	4	-1	-18
20	C[C@@H]1CCCCO[C@H](CN(C)C(=O)Nc2ccccc2)[C@H](C)CN([C@@H](C)CO)C(=O)c2cc(NC(=O)CCCN(C)C)ccc2O1	0	-6	x	8
21	Cc1ccc(NC(=O)c2nccnc2C(=O)O)cc1C	3	1	2	4
22	CCN(CC)C(=O)Cc1cn(C)c2ccccc12	5	-1	-6	1
23	O=C(C[C@H]1C=C[C@H](NC(=O)c2ccncc2)[C@@H](CO)O1)Nc1ccccc1	x	x	x	-1
24	NCC12CC3CC(C1)CC(c1ccc(Br)cc1)(C3)C2	1	-2	2	36

cpd	miR122 inh	F508del corr	FN deposition inh	PGC1a acetyl inh
11	17	-1.9	-6	-7
12	3	2.6	0	5
13	-5	0.4	-6	-13
14	2	-2.7	x	0
15	-3	1.4	8	-10
16	6&7[16.7 µM]	1.3&2.5	4	11&0
17	-6	3.8	3	1
18	0	x	x	7
19	-2	-2.1	4	1
20	2[16.7 µM]	-1.2	2	5
21	-3	0.2	5	4
22	-2	0.1	13	x
23	x	-0.9	-7	13
24	-34	-1.5	-1	-17

Compound profiles, as listed above. Order of screens: PglD DTNB | Cneo AK release | C2C12 statin | INS-1E GSIS act | miR122 inh | F508del corr | FN deposition inh | PGC1a acetyl inh
Cc1cn([C@H]2C[C@H](O)[C@@H](/C=C/C(=O)NCc3ccc(N(C)C)cc3)O2)c(=O)[nH]c1=O is listed with 1 | 4 | -1 | -18 | -2 | -2.1 | 4 | 1
Cc1ccc(NC(=O)c2nccnc2C(=O)O)cc1C is listed with 3 | 1 | 2 | 4 | -3 | 0.2 | 5 | 4

The list goes on:
cpd	canonical_smiles	PglD DTNB	Cneo AK release	C2C12 statin	INS-1E GSIS act
25	CC1CC(C)CN(c2ncnc3c2cnn3C)C1 (stereo unspecified)	x	x	x	-1
26	Cc1cccc(NC(=O)CSc2nc(=O)n(CCCN3CCOCC3)c3c2CCCC3)c1C	3	10	-6	x
27	CC=Cc1ccc2n(c1=O)C[C@H]1[C@H](CO)[C@@H](C(=O)NCCC)N(CC3CCOCC3)[C@@H]21 (mixture of isomers)	0	1	-21	9
28	C=CCn1c(=O)/c(=C/c2ccc(Cl)cc2)s/c1=C(\C#N)c1nnc2n1CCCCC2	x	x	3	2
29	CN(C)S(=O)(=O)c1ccc2c(c1)/C(=C/c1cc3c([nH]1)CCCC3)C(=O)N2	-1	5	-27	14
30	C1CCC(NC2=NCCO2)CC1	2	1	2	x
31	CCCCNC(=O)c1cc(-c2ccc(F)cc2)on1	-6	0	x	x
32	Cc1ccc(S(=O)(=O)CCC(=O)OCC(=O)Nc2cc(F)ccc2C)cc1	5	2	-3	28
33	CC(C)c1nnc(NC(=O)CSc2nc3ccccc3[nH]2)s1	-4	0	-11	-7
34	CC(OC(=O)Nc1ccccc1)C(=O)OC1CCCCC1 (stereo unspecified)	-1	-5	0	x
35	CC(=C/c1ccccc1)/C=N/n1c(-c2ccncc2)n[nH]c1=S	x	x	x	33
36	C[C@@H]1CN([C@H](C)CO)C(=O)c2cccc(NC(=O)c3nc4ccccc4s3)c2O[C@H]1CN(C)C(=O)Nc1ccc(F)cc1	1	-3	x	-23

cpd	miR122 inh	F508del corr	FN deposition inh	PGC1a acetyl inh
25	x	2.5	3	0
26	0	3.0	0	3
27	0[16.7 µM]	1.0	x	x
28	1	-0.8	2	4
29	8	8.6*	-2	-4
30	-4	0.8	-6	-1
31	-5	x	x	-5
32	x	1.1	6	40
33	-6	-3.6	10	-9
34	x	-1.2	-1	-4
35	x	-5.1	3	18
36	13[16.7 µM]	-2.6	9	2

cpd	canonical_smiles	PglD DTNB	Cneo AK release	C2C12 statin	INS-1E GSIS act
37	CC(=O)c1cccc(NC(=O)COc2ccc(S(=O)(=O)N3CCOCC3)cc2)c1	-8	0	1	11
38	CCSC1C(=O)N(C)C(SCC)C(=O)N1C (stereo unspecified)	0	-4	2	x
39	Clc1ccc(OCc2nnc(-c3ccccc3Br)o2)cc1	0	-2	-14	x
40	C[C@@H]1CCCCO[C@H](CN(C)S(=O)(=O)c2cccs2)[C@@H](C)CN([C@H](C)CO)C(=O)c2cc(NS(=O)(=O)c3cn(C)cn3)ccc2O1	-3	79	x	19
41	CC=Cc1ccc2n(c1=O)C[C@@H]1[C@@H](CO)[C@H](C(=O)NCC)[C@H]2N1Cc1ccccc1 (mixture of isomers)	2	0	2	10
42	CO[C@@H]1CN(C)C(=O)c2ccc(NS(=O)(=O)c3ccccc3F)cc2OC[C@H](C)NC[C@@H]1C	2	2	11	-1
43	CC1CN(C(=O)CCC(=O)NCc2ccc(Cl)cc2)c2ccccc2O1 (stereo unspecified)	2	1	5	-16
44	CCOc1ccc(C(C(=O)NCCC(C)C)N(CCO)C(=O)c2snc(C(N)=O)c2N)cc1 (stereo unspecified)	2	-2	7	-11
45	Cc1ccc(S(=O)(=O)N(C)C[C@@H]2Oc3c(NC(=O)c4ccncc4)cccc3C(=O)N([C@@H](C)CO)C[C@H]2C)cc1	0	-3	-13	3
46	Nc1cc(C(F)(F)F)ccc1C(=O)O	3	2	-12	-3
47	Cc1ccc(C(C[N+](=O)[O-])Sc2ccc(N)cc2)cc1 (stereo unspecified)	-1	1	x	x
48	Cc1ccc(S(=O)(=O)c2c(C)nn(C(C)(C)C)c2OC(=O)c2ccco2)cc1	-1	2	7	-37

cpd	miR122 inh	F508del corr	FN deposition inh	PGC1a acetyl inh
37	x	0.1	x	x
38	1	-3.8	2	-11
39	9	x	-2	x
40	14[16.7 µM]	-0.3	2	-8
41	-2[16.7 µM]	0.1	x	x
42	x	-0.9	-16	-1
43	1	0.6	4	-4
44	12	1.2	-2	-20
45	-6[16.7 µM]	-4.0	x	5
46	0	0.6	10	3
47	4	-7.3	-6	-4
48	7	x	x	-1

cpd	canonical_smiles	PglD DTNB	Cneo AK release	C2C12 statin	INS-1E GSIS act
49	Cc1ccc(NC(=O)Cn2nnc(C(=O)NCc3ccccc3)c2N)cc1C	-4	0	13	2
50	CC(C)NC(=O)N1[C@@H]2CNC[C@H]1C2c1ccc(-c2ccc(C#N)cc2)cc1 (stereo partly specified)	x	x	x	8
51	O=C(c1ccc2ccccc2n1)N(CCO)Cc1ccccc1	4	1	7	-2
52	Cc1ccc(CNC(=O)COC(=O)CCC(=O)c2cccs2)cc1	x	x	x	-8
53	Cc1ccc(-c2csc(NC3OC(=O)c4ccccc43)n2)cc1 (stereo unspecified)	-7	-1	-7	12
54	[O-][n+]1onc2c1CCc1c-2nc(-c2ccccc2)n1OCc1ccccc1	3	0	-8	x

cpd	miR122 inh	F508del corr	FN deposition inh	PGC1a acetyl inh
49	3	x	3	-7
50	x	-1.3	-3	10
51	-3	1.9	2	x
52	x	3.7	1	-8
53	1	0.1	6	2
54	-1	x	x	-2
